# Assay outcomes as filed in PubChem.
# ABCB1 block = human ABCB1 inhibition, ABCG2 as counter-screen; P08183; CCRF-Adr cells, JC-1 efflux, flow cytometry; inhibition, % at 6.6 µM; 190,000 tested, 0.067% active; AID 1326; in the data active means inhibition above about 40%;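 further: 0% = vehicle and 100% = reference inhibitor; higher value means more JC-1 retained so stronger ABCB1 efflux block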
# Target sequence (P08183 whole entry, looked up): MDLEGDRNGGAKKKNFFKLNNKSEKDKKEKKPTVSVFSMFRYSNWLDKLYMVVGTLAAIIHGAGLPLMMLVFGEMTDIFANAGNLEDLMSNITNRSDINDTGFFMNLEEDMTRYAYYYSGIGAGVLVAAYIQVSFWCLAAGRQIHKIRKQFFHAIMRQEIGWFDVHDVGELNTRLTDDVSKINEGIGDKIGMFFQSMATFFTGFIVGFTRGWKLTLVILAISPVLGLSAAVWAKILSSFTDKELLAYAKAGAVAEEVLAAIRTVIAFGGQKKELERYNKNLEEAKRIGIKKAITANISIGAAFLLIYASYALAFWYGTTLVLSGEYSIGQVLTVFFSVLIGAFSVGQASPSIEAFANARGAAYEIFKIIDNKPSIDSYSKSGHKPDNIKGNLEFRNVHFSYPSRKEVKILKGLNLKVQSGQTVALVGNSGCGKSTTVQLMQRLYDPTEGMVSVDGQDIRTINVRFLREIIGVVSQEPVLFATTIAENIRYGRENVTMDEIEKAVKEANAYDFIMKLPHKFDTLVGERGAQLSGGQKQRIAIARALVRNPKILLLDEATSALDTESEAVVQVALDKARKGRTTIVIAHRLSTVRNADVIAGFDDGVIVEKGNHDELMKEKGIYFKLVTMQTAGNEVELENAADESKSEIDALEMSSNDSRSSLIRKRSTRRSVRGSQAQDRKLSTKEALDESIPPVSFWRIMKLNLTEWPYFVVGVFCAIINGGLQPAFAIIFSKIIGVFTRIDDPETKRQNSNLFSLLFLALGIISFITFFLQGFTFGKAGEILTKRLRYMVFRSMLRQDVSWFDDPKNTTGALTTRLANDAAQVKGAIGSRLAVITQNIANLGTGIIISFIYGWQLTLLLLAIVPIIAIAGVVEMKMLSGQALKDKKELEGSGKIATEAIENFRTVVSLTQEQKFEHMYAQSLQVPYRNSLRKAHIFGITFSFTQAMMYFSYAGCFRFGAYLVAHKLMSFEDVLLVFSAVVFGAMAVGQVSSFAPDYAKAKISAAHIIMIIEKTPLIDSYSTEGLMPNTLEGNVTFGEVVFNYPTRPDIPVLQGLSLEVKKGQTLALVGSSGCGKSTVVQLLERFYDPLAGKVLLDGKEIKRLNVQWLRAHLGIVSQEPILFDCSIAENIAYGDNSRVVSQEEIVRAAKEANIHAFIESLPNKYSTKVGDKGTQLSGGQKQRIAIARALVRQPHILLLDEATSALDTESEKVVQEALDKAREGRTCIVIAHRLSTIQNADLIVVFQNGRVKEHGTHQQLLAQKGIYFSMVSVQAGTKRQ
# ABCG2 inh = human ABCG2 inhibition, ABCB1 as counter-screen. IgMXP3 cells, JC-1 efflux, flow cytometry. inhibition, % at 6.6 µM. 190,000 tested, 0.1% active. AID 1325;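 active means inhibition above 80%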;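 further: 0% = DMSO and 100% = nicardipine control wells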
#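 System: two drug-resistant human cell lines, ABCG2 and ABCB1; controls: nicardipine high and DMSO low controls; times: 10 min exposure at 25 °C with rotation, no wash; detection: flow cytometry of retained JC-1 fluorescence; read-out basis: percent efflux inhibition, scaled nicardipine 100% to DMSO 0%; doses: one concentration, 6.6 µM final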
# Pf gametocyte = inhibitors of late stage P. falciparum gametocyte viability | P. falciparum stage V gametocytes, ATP luminescence, 24 h | inhibition, % at 10.9 µM | 150,000 tested, 0.065% active;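 active means inhibition above the mean plus 3 SD of compounds within the control limits, set per campaign, cut at about 38% in these data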;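 further: 0% = DMSO wells and 100% = medium only without gametocytes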
# HRas wt GTP bind = changes GTP binding to wildtype human HRas; GST-Ras wt beads, Bodipy-FL-GTP binding, flow cytometry; actives lie on both sides; 190,000 tested, 0.14% active; P01112; GTP binding activity, % at 10 µM;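 active means GTP binding activity at least 20% away from the 100% baseline, either lowered as inhibitor or raised as activator; inconclusive means flagged as likely green fluorescent, judged across all proteins in the well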;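 further: 0% = unlabeled GTP competition control and 100% = no-compound control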
# Mcl1-Noxa inh = disrupts binding of human Mcl-1 to Noxa peptide. TR-FRET Mcl-1/Noxa peptide binding, 2 h. inhibition, % at 21.7 µM. 220,000 tested, 1.5% active. AID 1022;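 active means compounds that cut the protein-peptide binding signal by more than 50% relative to plate controls in a single-dose test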;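 further: His-tagged Mcl-1 with rhodamine Noxa BH3 peptide and terbium anti-His antibody; 0% = Mcl-1 plus Noxa peptide wells and 100% = peptide-only wells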
# Rab7 wt GTP bind = modulators of GTP binding to dog Rab7 wildtype GTPase; GST-Rab7 beads, fluorescent GTP binding, flow cytometry; actives lie on both sides; untreated = 100%, excess cold GTP = 0%; GTP binding activity (percent of control), % at 10 µM; 190,000 tested, 0.055% active; AID 758;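 active means fluorescent GTP binding to Rab7 beads changed by at least 20 points from the 100% baseline, either direction, mostly lower; inconclusive means compound itself probably fluorescent, or too few beads counted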;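 further: median green fluorescence of bound Bodipy-FL-GTP per Rab7 bead population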
# Rab2A wt mod = changes GTP binding to wildtype dog Rab2A, up or down. 190,000 tested, 0.19% active. P61105. AID 760. GST-Rab2 wt beads, Bodipy-GTP binding, flow cytometry. GTP binding activity, % at 10 µM;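 active means GTP binding activity at least 20 points away from 100%, either lowered or raised; inconclusive means signal likely due to the compound's own green fluorescence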;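 further: 0% = beads with excess unlabeled GTP and 100% = no-compound control corrected for plate trend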
# Rac1 act GTP bind = modulators of GTP binding to human Rac1 activated mutant | P63000 | GST-Rac1 activated beads, fluorescent GTP binding, flow cytometry; actives lie on both sides; 100% means binding = to untreated wells | percent activity (GTP binding), % at 10 µM | 190,000 tested, 0.11% active | AID 764;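 active means GTP binding at least 20 percentage points away from the 100% baseline, in either direction, so actives lie on both sides; inconclusive means Compound likely fluorescent itself, or too few beads counted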
# Cdc42 wt GTP = modulators (inhibitors or activators) of GTP binding to human Cdc42 wildtype | P60953 | AID 761 | 190,000 tested, 0.2% active | GST-Cdc42 beads, Bodipy-GTP binding, flow cytometry; actives lie on both sides | percent activity (GTP binding), % at 10 µM;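 active means percent activity GTP binding at least 20 points away from the 100% baseline, either down as inhibitor or up as activator; inconclusive means compound flagged as likely green fluorescent from well-wide comparison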;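 further: median bead fluorescence of bound Bodipy-FL-GTP at 100 nM; 0% = excess unlabeled GTP control and 100% = no compound control; below 100% means less GTP binding so inhibitor and above means activator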
# Avidin fluor = avidin bead compound fluorescence profile | Avidin beads, compound fluorescence 488/530 nm, flow cytometry; hits give high values | fluorescence (KMESF) at 10 µM | 220,000 tested, 0.38% active; in the data active means fluorescence above about 47; further: inactives centre near 10
# Rac1 wt modul = human Rac1 wildtype GTP binding, inhibitors and activators. GTP binding activity (% of control), % at 10 µM. GST-Rac1 beads, fluorescent GTP binding, flow cytometry; actives lie on both sides; 0 = cold GTP competed, 100 = untreated. 190,000 tested, 0.27% active. AID 757;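 active means GTP binding activity at least 20 points away from the 100% control level, either lower or higher; inconclusive means compound flagged as likely green fluorescent, judged across all proteins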
# Numbers without * were called inactive; ? = inconclusive; nt = no result given.
# Start of the data: the first 5 records, ahead of the listing:
SMILES,ABCB1 block,ABCG2 inh,Pf gametocyte,HRas wt GTP bind,Mcl1-Noxa inh,Rab7 wt GTP bind,Rab2A wt mod,Rac1 act GTP bind,Cdc42 wt GTP,Avidin fluor,Rac1 wt modul
C=CCn1c(=O)/c(=C\c2ccccn2)s/c1=C(/C#N)C(=O)NCC1CCCO1 (centres undefined),1.6,6,2,97,11,98,97,98,98,10,101
CC1(C)N=C(N)NC(Nc2ccccc2Cl)=N1,0.1,1,5,97,4,102,97,94,96,21,92
COc1ccccc1C(=O)O/N=C(\c1ccccc1)c1ccncc1,-0.8,-2,2,97,-11,100,98,94,101,11,100
Cc1ccc(C(=O)Nc2nc(=O)n(C(=O)c3ccccc3C)s2)cc1,-0.9,-3,-1,97,-10,97,97,97,98,11,100
CCN(C(=O)COc1ccccc1[N+](=O)[O-])C1CCS(=O)(=O)C1 (centres undefined),0.3,1,-12,105,3,105,102,100,101,4,109

# This part in full (from the top)
SMILES,ABCB1 block,ABCG2 inh,Pf gametocyte,HRas wt GTP bind,Mcl1-Noxa inh,Rab7 wt GTP bind,Rab2A wt mod,Rac1 act GTP bind,Cdc42 wt GTP,Avidin fluor,Rac1 wt modul
C=CCn1c(=O)/c(=C\c2ccccn2)s/c1=C(/C#N)C(=O)NCC1CCCO1 (centres undefined),1.6,6,2,97,11,98,97,98,98,10,101
CC1(C)N=C(N)NC(Nc2ccccc2Cl)=N1,0.1,1,5,97,4,102,97,94,96,21,92
COc1ccccc1C(=O)O/N=C(\c1ccccc1)c1ccncc1,-0.8,-2,2,97,-11,100,98,94,101,11,100
Cc1ccc(C(=O)Nc2nc(=O)n(C(=O)c3ccccc3C)s2)cc1,-0.9,-3,-1,97,-10,97,97,97,98,11,100
CCN(C(=O)COc1ccccc1[N+](=O)[O-])C1CCS(=O)(=O)C1 (centres undefined),0.3,1,-12,105,3,105,102,100,101,4,109
Cc1nc(C)c(C(=O)Nc2ccc(Oc3ccccc3)cc2)o1,0.2,3,nt,101,-2,99,102,100,104,4,103
Cc1ccc(S(=O)(=O)N2CCN=C2c2ccccc2)cc1C,1.4,2,nt,98,21,98,101,97,101,14,101
Cn1c(=O)c2nc(-c3ccc(Cl)cc3Cl)oc2c2ccccc21,0.9,6,nt,100,-8,100,102,98,102,27,103
O=C(Cn1cnc([N+](=O)[O-])c1)NC1CCCC1,0.1,0,4,97,-4,93,98,99,103,2,103
CNC(=S)N/N=C/c1c(C)nn(-c2ccccc2)c1Cl,0.3,3,nt,102,21,98,102,100,102,14,100
CC1=CC(C)(C)N(C(=O)CSc2ncn[nH]2)c2ccc(C)cc21,0.4,0,nt,101,2,102,100,98,100,5,101
S=c1[nH]nc(-c2ccc(Cl)cc2)n1CC1CCCO1 (centres undefined),0.0,0,nt,98,19,95,96,96,97,15,98
CCOc1cc(NC(=O)c2ccccn2)c(OCC)cc1NC(=O)c1cccc(C)c1,1.3,7,-4,99,12,103,99,95,99,11,98
CCOc1cc2[nH]c(=O)n(CCCC(=O)NCc3ccco3)c(=O)c2cc1OCC,0.1,0,nt,107,14,109,106,102,103,19,103
CC1(C)Cc2c(sc(NC(=O)c3ccccc3)c2C(=O)O)CO1,-0.2,1,-3,91,22,91,90,88,86,11,88

# Reformatted bar-delimited: entries from further up
SMILES | ABCB1 block | ABCG2 inh | Pf gametocyte | HRas wt GTP bind | Mcl1-Noxa inh | Rab7 wt GTP bind | Rab2A wt mod | Rac1 act GTP bind | Cdc42 wt GTP | Avidin fluor | Rac1 wt modul
CCN(C(=O)COc1ccccc1[N+](=O)[O-])C1CCS(=O)(=O)C1 (centres undefined) | 0.3 | 1 | -12 | 105 | 3 | 105 | 102 | 100 | 101 | 4 | 109
S=c1[nH]nc(-c2ccc(Cl)cc2)n1CC1CCCO1 (centres undefined) | 0.0 | 0 | nt | 98 | 19 | 95 | 96 | 96 | 97 | 15 | 98
CC1=CC(C)(C)N(C(=O)CSc2ncn[nH]2)c2ccc(C)cc21 | 0.4 | 0 | nt | 101 | 2 | 102 | 100 | 98 | 100 | 5 | 101
CCOc1cc(NC(=O)c2ccccn2)c(OCC)cc1NC(=O)c1cccc(C)c1 | 1.3 | 7 | -4 | 99 | 12 | 103 | 99 | 95 | 99 | 11 | 98

# Continued:
SMILES,ABCB1 block,ABCG2 inh,Pf gametocyte,HRas wt GTP bind,Mcl1-Noxa inh,Rab7 wt GTP bind,Rab2A wt mod,Rac1 act GTP bind,Cdc42 wt GTP,Avidin fluor,Rac1 wt modul
CC(=O)OC(C(=O)NC1CCCCC1)c1ccc(C#N)cc1 (centres undefined),0.6,2,nt,100,8,100,104,100,103,7,107
O=C(Nc1cccc(C(=O)O)c1)/C(=C\C=C\c1ccccc1)NC(=O)c1ccccc1,-0.6,0,nt,93,20,99,94,94,90,4,94
CCOC(=O)c1cc2c(ccn2C)n1CC(=O)N(Cc1ccccc1)c1ccc(F)cc1,nt,2,16,99,8,95,99,100,97,13,100
COCCn1c(SC)nnc1-c1c[nH]c2ccccc12,0.4,7,nt,96,13,94,97,95,96,6,97
CCCn1nnnc1SCC(=O)N1CCCC1,0.2,0,nt,103,-3,104,103,99,106,8,107
COC(=O)C1=C(C)N(c2ccc(C)cc2)/C(=C/c2cccs2)C1=O,-0.9,3,nt,101,-2,102,100,98,98,6,103
N#Cc1cnn2c(C(F)(F)F)c3c(nc12)CCCC3,0.2,1,5,97,0,101,96,95,93,6,92
N=c1n(CCN2CCCC2)c2ccccc2n1CC(O)c1ccco1 (centres undefined),0.3,1,-10,?,38,?,?,?,?,14,?
COc1ccc(-n2c(C)cc(C(=O)CN3C(=O)C(=O)N(Cc4ccccc4)C3=O)c2C)cc1,0.6,1,-1,?,8,?,?,?,?,23,?
Cc1cc(C)nc(/N=C(\N)Nc2ccc([N+](=O)[O-])cc2)n1,0.2,6,19,99,8,94,98,100,98,16,98
C=CCOC(=O)C1=C[C@H](c2coc3ccccc3c2=O)[C@@H](CCCO)[C@H](OCC)O1,1.2,4,16,98,7,106,97,96,96,6,97
CC(C)CNS(=O)(=O)c1ccc(NC(=O)Cn2nc(-c3ccc(F)cc3)ccc2=O)cc1,-0.4,-3,nt,100,22,102,94,98,94,4,98
O=C(O)c1cccc(NC(=O)C23CC4CC(C2)CC(n2cnc(Cl)n2)(C4)C3)c1,0.6,2,nt,102,10,98,96,101,104,10,111
c1ccc2[nH]c(CSc3nnc(-c4ccncc4)o3)nc2c1,-0.3,10,nt,104,11,103,102,101,102,34,109
CCN1CCN(c2nc3c(C)cccn3c(=O)c2/C=C(\C#N)S(=O)(=O)c2ccccc2)CC1,6.1,11,-14,98,42,98,99,98,101,12,99
COc1ccc(NC(=O)C(c2ccccc2)N(C)C(=O)c2cnccn2)cc1 (centres undefined),0.2,0,4,97,3,98,99,99,96,2,100
Cc1cccc(C(=O)NNC(=O)c2cccc([N+](=O)[O-])c2)c1,0.9,6,nt,100,0,102,104,98,105,12,106
CN(C)c1ccc(/C=N/NC(N)=S)cc1[N+](=O)[O-],0.9,14,nt,99,3,104,96,93,96,24,95
Fc1ccc(-c2nc3ccccc3c3nc4ccccc4n23)cc1,0.4,1,nt,99,-121,100,97,98,105,16,102
CCCCn1c(SCC(=O)Nc2nnc(C)s2)nnc1-c1ccncc1,0.1,0,-7,101,11,105,99,95,99,12,102
CC1CC(=O)c2cn3c(nc2C1)nc1ccccc13 (centres undefined),0.1,44,nt,97,-5,100,100,97,99,15,99
Cc1cc(C)nc(SCc2cc(=O)c(OC(=O)c3ccc(S(=O)(=O)N(C)C)cc3)co2)n1,1.0,1,-1,100,0,99,99,99,104,4,100
Cc1nc(NC(N)=S)sc1C(=O)Nc1ccccc1,0.0,1,-2,104,0,105,105,102,107,36,105
CNc1nc(-c2ccc(OC)cc2)c(-c2ccc(OC)cc2)s1,0.3,3,2,98,21,102,96,95,97,10,101
O=C(N/N=C\c1cccc([N+](=O)[O-])c1O)C1COc2ccccc2O1 (centres undefined),0.6,12,5,94,-18,92,93,94,94,7,96
CCOC(=O)c1ccc(NC(=O)NCc2ccn(CC)n2)cc1,0.3,2,1,96,-18,101,95,96,99,24,103
CC1CCN(c2ccccc2NC(=O)c2ccc(F)cc2)CC1,0.6,4,19,100,-10,99,102,99,99,11,98
Cc1cc2nc(-c3cccnc3SCC(=O)NC3CC3)[nH]c2cc1C,2.2,8,21,98,-9,101,96,95,97,11,96
Cc1c(/C=N/NC(=O)c2cccnc2)c2ccccc2n1Cc1ccccc1,1.7,9,22,100,-3,103,100,97,97,8,102
CC(=NCCCN(C)C)C1=C(O)c2ccccc2C1=O,0.2,1,nt,97,16,98,98,94,97,7,95
C1CCC2(CC1)C1=C(CCCC1)Nc1nnnn12,-0.2,0,11,100,14,104,100,99,101,15,101
CN(CCC#N)S(=O)(=O)c1ccc2c(c1)c(=O)n(C)c(=O)n2C,0.2,2,nt,100,10,101,101,99,102,3,100
CCCCCCn1c(N(CC)CC)nc2c1c(=O)[nH]c(=O)n2C,-2.7,-2,nt,102,-7,98,102,99,104,7,105
N#Cc1ccc(CSc2ncnc3c2cnn3Cc2ccccc2)cc1,0.4,3,nt,101,9,100,100,99,101,7,102
O=C(NCc1ccco1)C(c1cccnc1)N(C(=O)Cn1nnc2ccccc21)c1ccc(F)cc1 (centres undefined),1.3,3,nt,103,3,100,100,101,102,6,105
Cc1cc(C)c(S(=O)(=O)NCC2CCC(C(=O)NCc3ccccn3)CC2)c(C)c1 (centres undefined),0.5,2,15,99,13,107,98,96,98,8,100
CC(=O)c1cccc(NC2c3ncccc3C(=O)N2Cc2ccco2)c1 (centres undefined),-1.0,0,nt,103,28,101,101,100,103,7,106

# Quoted at random: three records from the list
SMILES,ABCB1 block,ABCG2 inh,Pf gametocyte,HRas wt GTP bind,Mcl1-Noxa inh,Rab7 wt GTP bind,Rab2A wt mod,Rac1 act GTP bind,Cdc42 wt GTP,Avidin fluor,Rac1 wt modul
CCCn1nnnc1SCC(=O)N1CCCC1,0.2,0,nt,103,-3,104,103,99,106,8,107
N#Cc1cnn2c(C(F)(F)F)c3c(nc12)CCCC3,0.2,1,5,97,0,101,96,95,93,6,92
Fc1ccc(-c2nc3ccccc3c3nc4ccccc4n23)cc1,0.4,1,nt,99,-121,100,97,98,105,16,102
